Screening data deposited in PubChem by National Center for Advancing Translational Sciences (NCATS).
D2 potentiator – positive allosteric modulators of human D2 dopamine receptor. HEK293 T-REx D2, calcium flux, EC20 dopamine potentiation. potentiation, % at 10 µM. 340,000 tested, 0.34% active. AID 485347;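 active = potentiation over 3 SD above the plate norm, cut at about 30% in these data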; note: 0% is about no effect
Target sequence (P14416 whole entry, looked up): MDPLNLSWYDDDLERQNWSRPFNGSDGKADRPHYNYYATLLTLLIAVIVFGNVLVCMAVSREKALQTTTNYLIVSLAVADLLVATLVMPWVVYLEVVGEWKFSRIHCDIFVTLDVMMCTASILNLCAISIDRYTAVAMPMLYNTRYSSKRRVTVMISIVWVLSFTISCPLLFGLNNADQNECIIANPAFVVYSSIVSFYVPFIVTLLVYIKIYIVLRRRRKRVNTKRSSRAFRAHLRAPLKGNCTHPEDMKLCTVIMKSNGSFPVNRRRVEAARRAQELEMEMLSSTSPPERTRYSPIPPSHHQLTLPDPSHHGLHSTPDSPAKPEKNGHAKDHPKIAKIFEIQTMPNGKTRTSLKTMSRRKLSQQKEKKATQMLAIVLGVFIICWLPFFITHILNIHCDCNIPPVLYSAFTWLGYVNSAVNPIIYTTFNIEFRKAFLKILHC
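Tetracycline-induced Hek293 Trex D2 cells, force-coupled to calcium, loaded with no-wash calcium dye. Compound added with 180 s kinetic read for agonism, then EC20 dopamine and a further 180 s read for potentiation.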
TRHR agonist – activates the human TRH receptor; TRHR cells, calcium flux fluo-8, FDSS agonist mode; activation, % at 2 µM; 360,000 tested, 0.18% active; AID 493084; note: 0% is about no effect
Target sequence (P34981 whole entry, looked up): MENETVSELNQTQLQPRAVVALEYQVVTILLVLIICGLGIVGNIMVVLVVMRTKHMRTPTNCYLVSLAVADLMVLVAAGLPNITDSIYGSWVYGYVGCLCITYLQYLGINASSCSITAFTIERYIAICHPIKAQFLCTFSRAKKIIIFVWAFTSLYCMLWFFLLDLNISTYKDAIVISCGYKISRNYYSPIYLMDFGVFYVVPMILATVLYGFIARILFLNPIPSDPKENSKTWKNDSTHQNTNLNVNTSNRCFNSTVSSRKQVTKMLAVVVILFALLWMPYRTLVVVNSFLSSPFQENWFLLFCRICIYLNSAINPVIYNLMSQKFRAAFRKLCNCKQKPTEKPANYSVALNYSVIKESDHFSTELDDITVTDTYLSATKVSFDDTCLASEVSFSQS
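Read-out: compound-evoked intracellular calcium rise in TRHR cells, fluo-8 dye, kinetic FDSS fluorescence at 1 s/cycle following a 10-cycle baseline. Cells cultured overnight before dye loading (30 min–1.5 h, RT).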
D2 ag – agonists of human D2 dopamine receptor. P14416. HEK293 T-REx D2 cells, calcium flux agonist mode. activation, % at 2 µM. 340,000 tested, 0.53% active. AID 485358;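 active = activation over 3 SD above normal in the single-dose calcium agonist read, cut at about 30% in these data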; note: 0% is about no effect
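In this primary screen, compounds producing a positive calcium signal within 180 s of addition to tetracycline-induced, force-coupled HEK293 Trex D2 cells are flagged; cells are dye-loaded with a no-wash calcium kit beforehand.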
TRHR enhancer – TRH receptor (human) allosteric enhancement | TRHR cells, fluo-8 calcium fluorescence, EC20 TRH enhancement | enhancement, % at 2 µM | 360,000 tested, 0.66% active | AID 493056; in the data active = enhancement above about 30%; note: 0% is about no effect
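TRHR-expressing cells loaded with fluo-8 calcium dye were read kinetically (ex 480/em 530) during compound addition, then stimulated with an EC20 of TRH (10 nM final). Enhancement of the Gq-mediated intracellular calcium response was scored.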
D1 antagonist – blocks dopamine activation of the human D1 receptor; HEK293 TREx D1 cells, calcium flux, dopamine EC80; hits give low values; P21728; activity change, negative = inhibition, % at 10 µM; 360,000 tested, 3.2% active; in the data active = activity change below about -30%; note: % is set by controls: 0 for no effect and ±100 for the full control effect
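Cells carrying a force-coupled, tetracycline-inducible human D1 receptor report calcium flux. Each well gets a 10 s baseline, compound with 180 s monitoring, then an EC80 dopamine stimulus with a second 180 s kinetic read.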
D1 PAM – human D1 dopamine receptor positive modulation. P21728. HEK293 TREx D1 cells, calcium flux, dopamine EC20 potentiation. potentiation, % at 10 µM. 360,000 tested, 0.036% active; in the data active = potentiation above about 30%; note: 0% is about no effect
RXFP1 antag – antagonists of human relaxin receptor RXFP1 | Q9HBX9 | HEK293-RXFP1, relaxin-stimulated cAMP HTRF, 30 min; hits give low values | activity change, negative = inhibition, % at 57.5 µM | 350,000 tested, 0.59% active;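 active = activity change of -60% or lower, but not beyond a set lower limit; inconclusive = change between -60% and -40%, or beyond the set limit; inactive = change above -40%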; note: % is set by controls: 0 for no effect and ±100 for the full control effect
D1 agonist – agonists of human D1 dopamine receptor; P21728; activation, % at 2 µM; 360,000 tested, 1% active; HEK293 T-REx D1 cells, calcium flux, agonist mode; note: 0% is about no effect
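Tetracycline-induced HEK293 TREx D1 cells, force-coupled to calcium signalling, were dye-loaded with a no-wash calcium kit. Compound was pin-added after a 10 s baseline. Fluorescence was read kinetically at 1 cycle/s for 180 s, with calcium rises flagged as agonism.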
D2 antag – D2 dopamine receptor (human) antagonism | 340,000 tested, 2% active | AID 485344 | inhibition, % at 10 µM | HEK293 TREx D2 cells, calcium flux, dopamine EC80; in the data active = inhibition above about 30%; note: 0% is about no effect
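HEK293 T-REx D2 cells, tet-induced, calcium dye no-wash. Cpd pintool add, 180 s kinetic, then EC80 DA, 180 s kinetic. Ca flux read.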
Starred values were filed as active, the others as inactive; u = inconclusive; x = not tested or not shown; & = joins results of further samples. Cut-off read from the data, not from the text of the source, unless noted: active = activation above about 30%; inactive = the rest.

SMILES	D2 potentiator	TRHR agonist	D2 ag	TRHR enhancer	D1 antagonist	D1 PAM	RXFP1 antag	D1 agonist	D2 antag
COc1cc(CN2CCN(C3CCC3)CC2CCO)cc(OC)c1 (centres undefined)	4	0.1	0.7	-2	3	-11	2	2	-6
COCc1c(C(=O)N2CCN(Cc3ccc(C#N)cc3)CC2)oc2ccccc12	4	0.3	-0.4	-4	4	-5	5	0	5
COc1ccc(C2NC(=O)NC(C)=C2C(=O)OCc2ccccc2)cc1 (centres undefined)	4	-1.6	-2.2	-1	11	-1	12	2	4
O=C1/C(=N\S(=O)(=O)c2cccs2)C([n+]2cccc(Cc3ccccc3)c2)=C([O-])c2ccccc21	-10	-0.6	3.5	-10	0	-6	11	6	23
O=C(Nc1cc(Cl)cc(Cl)c1)N1CCCN(Cc2ccccc2)CC1	-25	0.9	0.1	-6	4	-6	-12	5	87*
COc1ccc(N2C(=O)NC(NS(=O)(=O)c3ccc(Cl)cc3)(C(F)(F)F)C2=O)cc1 (centres undefined)	1&-4	0.1&-4.5	0.7&-0.8	14&-1	-6&-2	5&-3	0	0&-1	-1
CCOC(=O)c1sc2nc(C)nc(NC3CCC(O)CC3)c2c1C (centres undefined)	9	0.4	2.0	-10	-1	-5	-21	1	-6
CSc1nc2cc(C)nn2c(-c2ccccc2)c1C#N	9	0.3	-1.2	10	-1	2	x	4	-12
Cc1ccc(CCNC(=O)NCc2noc3ccccc23)cc1	2	0.0	-0.9	10	-13	-6	-22	11	x
CN(C)CCCNC(=S)N(CCO)Cc1cc2cc3c(cc2[nH]c1=O)OCO3	6	-3.0	-4.5	4	-3	0	2	2	-4
Oc1ccccc1C(=S)N1CCN(c2cccc(Cl)c2)CC1	-8	-0.5	0.3	-1	-39*	-4	-31	2	8
CCc1cccc(NC(=O)Cn2nc(-c3cc(C)ccc3C)ccc2=O)c1	6	0.1	-0.3	-2	8	1	x	6	x
Cc1c2n(c3ccccc13)CCN(C)C2	-14	0.0	14	-3	1	1	x	3	-8
CCC(=O)N1c2ccccc2CC1C(=O)NCCc1ccc(OC)c(OC)c1 (centres undefined)	4	0.7	1.5	8	2	0	-2	1	x
Cc1ccc(N=C2NC(=O)/C(=C/c3cccn3C)S2)c(C)c1	3	0.7	0.9	8	1	-9	u	4	2
CCCCCCc1c(C)c2c(cc(C)c3c(C)coc32)oc1=O	-6	0.5	0.1	2	8	-1	-16	3	x
CCCCn1c(N)c(N(CCOC)C(=O)c2cnccn2)c(=O)[nH]c1=O	10	0.5	-0.6	14	4	-3	-13	0	-9
O=C(O)c1cc(NN=Nc2cccc(S(=O)(=O)O)c2)cc([N+](=O)[O-])c1	1	0.2	-0.2	7	3	4	-8	1	13
COC(=O)C1CCN(C(=O)C2CCCCC2)CC1	-3	0.3	0.0	1	17	-5	13	0	3
Cc1ccc(S(=O)(=O)NNC(=S)NCC2CCCO2)cc1 (centres undefined)	14	0.8	0.0	2	-6	-8	-1	4	-4
Cc1ccc(NC(=O)c2oc3ccccc3c2C)c([N+](=O)[O-])c1	7	-0.3	-0.3	-1	23	-15	16	2	4
Cc1cccc(NC(=O)CSc2nnc(CNC(=O)c3ccco3)n2C)c1C	1	0.1	-0.1	7	1	-2	-9	1	-1
O=C1c2ccccc2C(Nc2ccc(F)c(Cl)c2)N1Cc1ccco1 (centres undefined)	-2	-0.2	1.0	-5	-9	-4	-8	1	-1
Cc1ccc(C)c(N2CCN(C(=O)C(C)n3nc(C)c4sc5ccccc5c4c3=O)CC2)c1 (centres undefined)	7	-0.5	-1.7	-1	-11	-3	-12	4	x
Cc1ccc(C2(C)NC(=O)N(CC(=O)N(C)CC(=O)Nc3cccc4ccccc34)C2=O)cc1 (centres undefined)	12	-0.1	0.8	2	1	-1	-1	2	-9

Some of the entries above in another layout:
smiles,D2 potentiator,TRHR agonist,D2 ag,TRHR enhancer,D1 antagonist,D1 PAM,RXFP1 antag,D1 agonist,D2 antag
CCOC(=O)c1sc2nc(C)nc(NC3CCC(O)CC3)c2c1C (centres undefined),9,0.4,2.0,-10,-1,-5,-21,1,-6
CSc1nc2cc(C)nn2c(-c2ccccc2)c1C#N,9,0.3,-1.2,10,-1,2,x,4,-12
Cc1ccc(CCNC(=O)NCc2noc3ccccc23)cc1,2,0.0,-0.9,10,-13,-6,-22,11,x
CN(C)CCCNC(=S)N(CCO)Cc1cc2cc3c(cc2[nH]c1=O)OCO3,6,-3.0,-4.5,4,-3,0,2,2,-4
Oc1ccccc1C(=S)N1CCN(c2cccc(Cl)c2)CC1,-8,-0.5,0.3,-1,-39*,-4,-31,2,8
CCc1cccc(NC(=O)Cn2nc(-c3cc(C)ccc3C)ccc2=O)c1,6,0.1,-0.3,-2,8,1,x,6,x
Cc1c2n(c3ccccc13)CCN(C)C2,-14,0.0,14,-3,1,1,x,3,-8

In a second layout: results already given
canonical_smiles,D2 potentiator,TRHR agonist,D2 ag,TRHR enhancer,D1 antagonist,D1 PAM,RXFP1 antag,D1 agonist,D2 antag
Oc1ccccc1C(=S)N1CCN(c2cccc(Cl)c2)CC1,-8,-0.5,0.3,-1,-39*,-4,-31,2,8
CCc1cccc(NC(=O)Cn2nc(-c3cc(C)ccc3C)ccc2=O)c1,6,0.1,-0.3,-2,8,1,x,6,x
Cc1c2n(c3ccccc13)CCN(C)C2,-14,0.0,14,-3,1,1,x,3,-8

(next part)
SMILES	D2 potentiator	TRHR agonist	D2 ag	TRHR enhancer	D1 antagonist	D1 PAM	RXFP1 antag	D1 agonist	D2 antag
Clc1ccc(-c2csc(N3CCC(c4ccccc4)C3)n2)cc1 (centres undefined)	5	0.2	0.7	-1	0	-8	-5	0	-3
Cc1ccc(C)c(CSc2nnc(C)c(=O)n2N)c1	4	-0.2	1.4	0	-6	-6	-14	1	-2
Cc1ccc(C(=O)N2CCN(S(=O)(=O)c3ccccc3[N+](=O)[O-])CC2)o1	4	2.5	-0.1	13	-9	0	5	1	1
CC1(C)CC(=O)C=C(OC(=O)c2ccc(Cl)cc2)C1	-6	0.0	0.8	-5	10	2	4	4	21
COc1ccc(N=C2SC(CC(=O)Nc3ccccc3)C(=O)N2Cc2ccccn2)cc1 (centres undefined)	5	0.3	-0.5	-1	0	0	4	5	11
Cc1ccsc1CN(C(=O)c1oc2ccc(F)cc2c1C)C1CCS(=O)(=O)C1 (centres undefined)	7	0.8	x	10	0	-1	-9	4	x
Cc1ccc(CNS(=O)(=O)NCc2ccccc2)cc1	-8	-0.6	0.0	38*	-25	-2	-21	2	-10
CCc1cc(=O)oc2cc(C)cc(O)c12	-1	-0.2	0.1	7	-28	-5	x	14	19
CCOC(=O)C(/C(C)=N/NC(=O)c1ccccc1[N+](=O)[O-])C(C)C (centres undefined)	-1	-0.1	-0.8	-7	14	-2	2	3	-5
Cc1cccn2c(=O)c3cc(C(=O)NCc4cccnc4)c(=N)n(C)c3nc12	1	0.7	1.1	0	8	-1	x	0	-3
O=C(CCNS(=O)(=O)c1ccc(Br)cc1)N1CCCCCCC1	-8	-0.1	-0.3	-1	-1	-7	-2	4	6
CC1=CC2=NCC(O)CN2C=C1 (centres undefined)	-4	-0.3	-0.5	-4	3	-4	-5	2	19
O=C(O)COCc1nc2ccccc2s1	0	-0.9	0.8	-7	-11	0	8	4	-8
COc1cc(-c2nc(Cn3nnc(C(=O)Nc4ccc(C)cc4C)c3C)c(C)o2)cc(OC)c1OC	1	-0.6	0.3	17	-10	1	x	-3	x
COc1ccc(-c2nc3nc(N)nn3cc2C)cc1F	2	0.2	-0.7	0	-16	-2	-6	0	-8
O=C(N/N=C/c1ccncc1)c1nc2ccccc2c(=O)[nH]1	-5	-0.5	-0.7	5	-2	0	4	0	3
S=C(/N=c1/sccn1Cc1ccccc1)NC1CC1	0	-1.3	-0.5	-1	-1	-2	9	1	2
O=C(Nc1c(F)c(F)c(F)c(F)c1F)C1CCCCC1	28	-0.5	-0.6	4	4	-3	-13	6	-6
COc1cc(/C=N/NC(=O)CC#N)cc(Br)c1O	-8	1.2	-2.4	-3	15	9	-20	3	7
O=C(C1CC1)N1N=C(c2ccncc2)CC1(O)C(F)(F)F (centres undefined)	8	0.1	0.6	-1	4	2	-62*	0	13
CCCCOC(=O)c1c(C)oc2c1cc(NS(=O)(=O)c1cc(OC)ccc1OC)c1ccccc12	x	0.4	0.4	-2	-2	-2	-6	1	x
Cc1cc(C)cc(N2CC(C(=O)OCC(=O)Nc3cc(C)on3)CC2=O)c1 (centres undefined)	41*	-1.6	-0.7	-7	0	3	-28	-1	15
CCN1CCN(c2cc(C)c3cc(NC(=O)/C=C/c4ccc(C)cc4)ccc3n2)CC1	x	0.0	-0.8	8	-5	0	8	-1	x
N#Cc1c(N)n(CCNC(=O)c2cccs2)c2nc3ccccc3nc12	-2	0.4	-0.5	1	-1	-6	1	4	-3
COc1cccc(/C=N/NC(=O)c2ccccc2NC(=O)c2ccco2)c1OC	-35	-0.3	-1.3	-3	5	-6	8	4	14

Additional results.
SMILES	D2 potentiator	TRHR agonist	D2 ag	TRHR enhancer	D1 antagonist	D1 PAM	RXFP1 antag	D1 agonist	D2 antag
CCC(C)NC(=O)c1cn(-c2cccc(C)n2)cn1 (centres undefined)	-2	1.1	-0.1	3	-1	0	-10	0	-5
CC1CCCN(C(=O)CSc2nnc(-c3ccc(O)cc3)o2)C1 (centres undefined)	1	0.0	-0.7	1	-7	-3	-3	5	21
S=c1[nH]nc(Cc2cccs2)n1-c1ccccc1	-17	-0.1	1.1	-6	2	-5	-15	2	-5
Cc1cc(C)n(S(=O)(=O)c2ccc(Cl)c(Cl)c2Cl)n1	18	-1.4	0.8	8	1	2	-12	2	6
C=CCN=C(NC#N)SCc1ccccc1	-3	-0.6	-0.2	6	-1	-5	1	0	9
CC1CCn2c(nc3cc(C(=O)NCCc4ccccc4)ccc32)C1 (centres undefined)	10	0.0	-0.1	15	-3	-1	0	0	x
Clc1ccc(CNCCCSc2ncccn2)cc1Cl	-18	-0.2	-0.3	8	2	0	-12	10	-1
O=C1CN(C(=O)CNCc2ccccc2)c2ccccc2N1	x	-0.1	x	1	-1	-3	-4	2	x

Single records (already shown):
CC1CCCN(C(=O)CSc2nnc(-c3ccc(O)cc3)o2)C1 (centres undefined) as listed: D2 potentiator = 1; TRHR agonist = 0.0; D2 ag = -0.7; TRHR enhancer = 1; D1 antagonist = -7; D1 PAM = -3; RXFP1 antag = -3; D1 agonist = 5; D2 antag = 21
Cc1cc(C)n(S(=O)(=O)c2ccc(Cl)c(Cl)c2Cl)n1 as listed: D2 potentiator = 18; TRHR agonist = -1.4; D2 ag = 0.8; TRHR enhancer = 8; D1 antagonist = 1; D1 PAM = 2; RXFP1 antag = -12; D1 agonist = 2; D2 antag = 6

The order is random; any-hit rate near 7.1%.
